FAS-TE inh = blocks the thioesterase domain of human fatty acid synthase. P49327. inhibition, % at 15 µM. recombinant FAS-TE, OMFH fluorogenic substrate, fluorescence endpoint. 360,000 compounds, 0.67% hits;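 active means compounds whose normalised, plate-corrected inhibition of enzyme fluorescence in the single-dose primary screen is 50% or more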;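 further: 0% = DMSO with enzyme and 100% = substrate without enzyme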
NRP1-CendR mod = alters CendR peptide binding to human NRP-1 | O14786 | FAM-RPARPAR peptide binding to NRP-1, fluorescence polarization | inhibition, % at 25 µM | 360,000 compounds, 0.85% hits;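 active means inhibition or corrected inhibition above about 18%, plus a signal ratio from 0.5 to 1.5, limit read from the data, passing the limit was not always enough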; further: strong numbers were not always called active
PABP1 MLLE inh = blocks PAM2 peptide binding to the PABP1 MLLE domain | P11940 | GST-MLLE / FITC-PAM2 fluorescence polarization | inhibition, % at 20 µM | 360,000 compounds, 0.36% hits | AID 588489; in the data active means inhibition above about 35%, passing the limit was not always enough;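 further: plate controls were DMSO wells with GST-MLLE for no effect and wells lacking GST-MLLE protein for full effect; some results filed as inactive read as strong as hits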
bovine MsrA act = activates bovine MsrA enzyme; activation, % at 10.6 µM; 360,000 compounds, 0.3% hits; purified bovine MsrA, absorbance read-out; in the data active means activation above about 7.5%;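 further: 0% = vehicle and 100% = reference activator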
MT1-MMP act inh = blocks activation of human MT1-MMP | P50281 | HT1080 RFP-PRO-GFP cells, GFP/RFP ratio fluorescence, overnight; percent of plate control window, DMSO zero | GFP/RFP ratio change, % at 20 µM | 360,000 compounds, 0.061% hits | AID 651647;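 active means GFP/RFP ratio change of at least 30% with cell ATP level not reduced by more than half and red fluorescence within 50% of control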; further: strong numbers were not always called active
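Material – HT1080 RFP-PRO-GFP cells · Control set – DMSO wells and RFP-L50D-GFP cells · Incubation – overnight cell settling, then overnight compound exposure, 37 °C, 5% CO2 · Compound dosing – single-point 20 µM compound, 1% DMSO · Read-out – GFP/RFP fluorescence ratio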
Rin1 Abl inh = blocks binding of human Rin1 to Abl; P00519+Q13671; TR-FRET Rin1/Abl binding, biochemical; inhibition, % at 7.35 µM; 360,000 compounds, 0.4% hits; in the data active means inhibition above about 5%, passing the limit was not always enough
Target sequence (P00519 whole entry, looked up): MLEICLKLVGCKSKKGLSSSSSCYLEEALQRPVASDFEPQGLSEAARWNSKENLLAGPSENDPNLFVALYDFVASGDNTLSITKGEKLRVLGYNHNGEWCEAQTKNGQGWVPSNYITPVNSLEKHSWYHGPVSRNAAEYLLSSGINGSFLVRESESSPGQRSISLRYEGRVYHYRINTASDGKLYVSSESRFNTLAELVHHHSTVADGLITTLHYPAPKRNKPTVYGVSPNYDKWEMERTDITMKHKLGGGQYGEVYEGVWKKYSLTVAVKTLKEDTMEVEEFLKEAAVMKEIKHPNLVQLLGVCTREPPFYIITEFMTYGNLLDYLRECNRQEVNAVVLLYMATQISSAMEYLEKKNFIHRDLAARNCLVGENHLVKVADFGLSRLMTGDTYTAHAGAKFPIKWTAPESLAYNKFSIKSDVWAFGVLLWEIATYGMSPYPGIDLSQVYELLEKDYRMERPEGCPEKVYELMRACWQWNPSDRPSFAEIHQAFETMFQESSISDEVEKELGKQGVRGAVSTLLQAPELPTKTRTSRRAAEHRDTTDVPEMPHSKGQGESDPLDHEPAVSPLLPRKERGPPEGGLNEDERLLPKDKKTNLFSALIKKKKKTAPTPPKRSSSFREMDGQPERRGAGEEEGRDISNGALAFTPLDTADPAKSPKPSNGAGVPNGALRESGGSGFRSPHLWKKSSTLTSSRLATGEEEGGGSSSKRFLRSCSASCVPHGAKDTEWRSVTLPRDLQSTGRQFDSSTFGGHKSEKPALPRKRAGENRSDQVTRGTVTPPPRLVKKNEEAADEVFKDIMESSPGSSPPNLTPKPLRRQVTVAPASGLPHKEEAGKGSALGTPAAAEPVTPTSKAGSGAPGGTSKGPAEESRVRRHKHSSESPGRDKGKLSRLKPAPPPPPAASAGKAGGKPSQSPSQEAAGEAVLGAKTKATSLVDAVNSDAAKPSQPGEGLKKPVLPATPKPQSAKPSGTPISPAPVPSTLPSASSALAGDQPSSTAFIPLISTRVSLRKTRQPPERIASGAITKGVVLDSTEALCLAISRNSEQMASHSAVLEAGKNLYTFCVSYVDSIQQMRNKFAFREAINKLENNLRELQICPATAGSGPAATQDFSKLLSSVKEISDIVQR
Target sequence (Q13671 whole entry, looked up): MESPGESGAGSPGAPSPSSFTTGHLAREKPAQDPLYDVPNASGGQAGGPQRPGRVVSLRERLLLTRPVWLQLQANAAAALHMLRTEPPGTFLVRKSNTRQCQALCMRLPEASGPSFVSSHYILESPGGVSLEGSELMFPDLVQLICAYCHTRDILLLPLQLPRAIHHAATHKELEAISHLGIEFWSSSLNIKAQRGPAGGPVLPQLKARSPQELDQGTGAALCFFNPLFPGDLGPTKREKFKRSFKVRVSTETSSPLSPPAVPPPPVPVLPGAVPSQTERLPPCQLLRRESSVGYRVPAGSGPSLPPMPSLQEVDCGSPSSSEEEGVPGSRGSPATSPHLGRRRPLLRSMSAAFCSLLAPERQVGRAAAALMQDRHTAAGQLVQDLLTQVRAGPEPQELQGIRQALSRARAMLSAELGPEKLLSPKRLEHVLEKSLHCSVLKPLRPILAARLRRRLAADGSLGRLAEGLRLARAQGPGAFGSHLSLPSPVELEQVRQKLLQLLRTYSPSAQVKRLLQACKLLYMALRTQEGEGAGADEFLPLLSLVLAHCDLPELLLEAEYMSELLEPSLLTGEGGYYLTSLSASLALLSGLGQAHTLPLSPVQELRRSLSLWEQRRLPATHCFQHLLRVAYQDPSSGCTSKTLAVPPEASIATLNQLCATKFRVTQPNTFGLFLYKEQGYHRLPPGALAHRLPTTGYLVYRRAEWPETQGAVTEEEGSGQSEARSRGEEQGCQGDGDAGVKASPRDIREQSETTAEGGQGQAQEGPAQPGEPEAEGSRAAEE
SKN-1 inh = inhibitors of C. elegans SKN-1. inhibition, % at 21.8 µM. AID 624304. C. elegans VP596 Pgst-4::GFP/RFP ratio, acrylamide-induced, 24 h. 360,000 compounds, 0.49% hits;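 active means interference check ratio from 0.5 to 1.5 plus GFP to RFP signal ratio inhibition reaching or exceeding a fixed threshold, cut at about 30% in these data, passing the limit was not always enough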; further: some compounds called inactive have numbers as strong as hits
eLon inh = inhibits E. coli Lon protease; P0A9M0; purified E. coli Lon protease, fluorescence polarization; inhibition, % at 7.94 µM; 360,000 compounds, 0.42% hits; in the data active means inhibition above about 13%, passing the limit was not always enough;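 further: 0% = enzyme with probe and DMSO and 100% = no enzyme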
Neddyl block = cullin neddylation inhibition; P61081+Q13564; TR-FRET cullin neddylation, biochemical; calls only at 25 µM; 360,000 compounds, 0.58% hits; in the data active means inhibition above about 36%
* marks the source's active call; other numbers are inactive results; i = inactive; . = no result given; & = joins results of further samples.

SMILES	FAS-TE inh	NRP1-CendR mod	PABP1 MLLE inh	bovine MsrA act	MT1-MMP act inh	Rin1 Abl inh	SKN-1 inh	eLon inh	Neddyl block
CC1CC(C)(C)NC(=S)O1 (centres undefined)	-5&-6	12&19	-34&-8	-4&-2	2&4	3&-3	6&4	10&6	i
Cc1cc(NCc2ccccc2)nc(N2CCOCC2)n1	-5	-8	11	2	1	2	-33	-8	i
CC1=C(C(=O)N2CCCCCC2)CC(CC(=O)NCC2CCCCC2)C(=O)N1Cc1ccc(F)cc1 (centres undefined)	23	-13	.	-2	16	.	-1	-5	i
CCc1cc2c(SCC(=O)N3CCCC3=O)ncnc2s1	-2	-1	-3	-7	7	-35	-12	-7	i
Cc1ccc(S(=O)(=O)N2[C@@H](c3ccc(C#N)cc3)C(C(=O)O)=C[C@H]2CC2CCCC2)cc1	12	-6	-1	0	6	-1	9	-8	i
O=C(CSc1ccccc1)Nc1ccc(C(=O)Nc2ccc(O)cc2)cc1	-1	-3	4	-3	3	7	0	4	i
Cc1cc(C)cc(NS(=O)(=O)c2ccc(NC(=S)Nc3ccccc3)cc2)c1	0	0	26	0	7	2	-7	11	i
CC1CCN(c2ccc(NC(=O)C3CCCN3S(=O)(=O)c3ccc(F)cc3)cc2)CC1 (centres undefined)	7	-6	-12	0	1	2	-14	-11	i
CCOC(=O)c1ccc(NC(=S)NNC(=O)COC)cc1	-6	3	-22	-1	1	5	4	0	i
CCOc1ccc(CCN2C(=S)N([C@@H](CC(C)C)CN3CCCC3CN3C(=S)NC[C@@H]3Cc3ccc(O)cc3)C[C@@H]2Cc2ccc(O)cc2)cc1 (some centres undefined)	-92	-8	13	2	-4	-6	5	12	i
COc1cc(C(=O)N/N=C2\CCS(=O)(=O)c3ccc(F)cc32)cc(OC)c1OC	-12	-6	2	-3	5	-3	4	3	i
CC(=O)/C(=N\Nc1ccc(Cl)cc1Cl)Sc1cccc2cccnc12	22	61*	29	-6	7	-1	3	-10	i
COc1ccc(C(=O)NNC(=O)CSc2ccccc2)cc1	-3	-2	-24	0	1	1	-6	-4	i
COc1ccc(CCNC(=O)COC(=O)c2cc(S(=O)(=O)NCc3ccccc3)ccc2O)cc1OC	-1	4	-9	-6	2	4	-18	-1	i
c1ccc(CN2CCOCCOCCOCCOCC2)cc1	-7	-8	-5	-1	-1	1	-4	-4	i
Cc1ccc(S(=O)(=O)N=Nc2c(O)[nH]c3ccccc23)cc1	-6	5	1	1	1	-1	32	2	i
O=c1[nH]cc(S(=O)(=O)N2CCN(c3ccccc3F)CC2)c(=O)[nH]1	-10	-7	12	-5	2	0	-2	-1	i
O=C(CS(=O)(=O)c1cn(Cc2ccc(F)cc2)c2ccccc12)N1CCCCC1	0	2	3	0	5	0	-2	3	i
CC(C)C(=O)N=C1SC2CS(=O)(=O)CC2N1Cc1ccc(Cl)cc1 (centres undefined)	-1	-4	10	-5	2	-2	7	-5	i
CC(=O)Nc1ccc(NCN2C(=O)[C@@H]3[C@H]4CC[C@H](C4)[C@@H]3C2=O)cc1	-9	-5	9	4	-1	0	6	-5	i
CCc1nnc(NC(=O)CSc2ncc(-c3ccccc3)n2C)s1	-4	5	3	-2	3	-1	9	-4	i
CC1(C)C2CCC1(CS(=O)(=O)Nc1ccc(S(=O)(=O)N3CCCC3)cc1)C(=O)C2 (centres undefined)	-7	-18	8	-4	3	2	5	-18	i
O=P(c1ccccc1)(c1ccccc1)c1ccccc1C(Br)Br	11	28*	3	-8	-4	0	4	2	i
CCOCCOC(NC(=O)c1ccccc1)(C(F)(F)F)C(F)(F)F	-5	-4	9	-8	1	3	-5	0	i
CCNC(=O)CSc1nnc(-c2ccccc2Br)n1-c1cccc(C(F)(F)F)c1	0	12	-137	-2	-2	3	-7	-2	i
Cc1cc(NC(=O)COC(=O)CCNS(=O)(=O)c2cccc(C(F)(F)F)c2)no1	-7	2	-6	-3	5	0	1	-6	i
CC(C)(C)Cc1nnc(NC(=O)Cc2cccs2)s1	1	-20	-1	0	-6	1	3	-7	i
COc1c(S(=O)(=O)N2CCN(c3ccc(F)cc3)CC2)ccc(Cl)c1Cl	29	4	-12	-2	2	0	8	-6	i
Clc1ccsc1-c1ccnc(-n2cccc2)n1	11	-2	-8	-9	-2	5	27	4	i
COc1ccc(NS(=O)(=O)c2ccc(N3CCCC3)c(NC(=S)Nc3ccc(SC(F)F)cc3)c2)cc1	27	-2	40*	-4	-3	-1	30	3	i
CCOc1ccc(C(=O)NCC(=O)OCc2ccc(F)cc2Cl)cc1	17	-4	-8	-11	2	0	-1	5	i
O=C(Cc1n[nH]c(=O)c2ccccc12)OCC(=O)c1ccc(F)c(F)c1	-3	8	0	-8	4	-2	-13	-1	i
COC(=O)c1c(NC(=O)c2c(-c3ccccc3Cl)noc2C)sc2c1CCC2	20	-4	-6	-14	-10	-4	-22	-10	i
CN(Cc1ccccc1)C(=O)c1ccc2c(c1)S(=O)(=O)N=C1CCCCCN12	1	-9	-6	2	.	-2	-20	3	i
CN(C)C(=O)CN1CCN(Cc2nc(CC3CC3)no2)CC1	-10	4	4	-4	0	1	1	1	i
CCCc1cc(C(=O)NC2CCCC2)no1	-9	-8	4	-1	-2	0	21	-7	i
OCCOCCOc1ccccc1OCCOCCO	-9	7	8	0	0	-2	4	-2	i
COc1ccc(OC)c(N/C(C)=C/C(=O)c2ccc(Br)cc2)c1	33	-4	-6	-3	5	-3	0	-3	i
O=C(CSc1nnc(CNC(=O)c2ccco2)o1)c1ccccc1	-4	-6	-22	-3	-5	-2	-7	-6	i
N#Cc1c(NC(=O)c2ccc(Cn3cc(Br)cn3)o2)sc2c1CCCCCC2	26	-15	21	-6	1	0	-3	-2	.
CC(=O)Oc1ccc(/C=N/NC(=O)CCSc2ccccc2)cc1	2	12	-11	-2	0	3	3	4	i
CC(C)C[C@H](NC(=O)[C@H](Cc1ccccc1)n1c(=O)[nH]c2ccccc2c1=O)C(=O)N1CCC(C(=O)O)CC1	-2	-4	-14	-7	5	1	-12	0	i
Cn1cc(-c2nnnn2-c2ccc(Cl)cc2)c(C(F)(F)F)n1	-5	12	5	-4	4	2	0	-9	i
COc1ccc(NC(=O)c2ccc(C#CC(C)(C)O)cc2)cc1	-2	-6	2	-1	0	-1	4	1	i
O=C(COc1cc(Cl)ccc1Cl)Nc1nnc(C2CC2)s1	-2	4	6	-6	4	0	-9	-6	i
CCCCNC(=O)Cn1cnc2sc(C)c(S(=O)(=O)N3CCN(c4ncccn4)CC3)c2c1=O	0	-2	2	-3	-3	5	-1	-13	i
COC(=O)c1ccc(Sc2ccccc2NS(=O)(=O)c2ccc(OC)cc2)nc1	4	2	15	-1	-2	0	7	-8	i
CN(CC(=O)Nc1ccc(Cl)c(C(F)(F)F)c1)C(=O)C1CC(=O)N(Cc2ccco2)C1 (centres undefined)	-2	-24	1	4	-1	2	3	3	i
C=CCn1c(SCC(=O)Nc2nc(C)cs2)nnc1C(NC(=O)c1ccccc1)C(C)C (centres undefined)	-6	-6	3	-3	2	1	13	-3	i
CCc1ccccc1NC(=S)N=Nc1c(O)n(C)c2ccc(S(=O)(=O)N3CCOCC3)cc12	2	0	13	-2	4	-1	2	-3	i
NS(=O)(=O)c1cccc(NC(=O)COC(=O)C2(c3cccc(F)c3)CCCC2)c1	14	7	8	-7	1	2	-7	2	i
Cc1c(-c2cccs2)[n+](=O)c2c(n1[O-])CCCCC2	-10	-6	4	-3	0	3	7	-3	i
Cc1ccc2c(c1)C(=O)c1ccccc1CS2=O (centres undefined)	-5	-2	12	5	1	-2	-2	-11	i
CCOC(=O)c1nn(-c2ccccc2)c(C#N)c1NC(=O)c1nn(CC)cc1Br	32	4	0	-6	-7	3	9	5	i
CC1CN(C(=O)C(C)OC(=O)c2ccc3ncsc3c2)CC(C)O1 (centres undefined)	-5	-5	-11	-6	1	2	7	-16	i
CC1CCN(C(=O)c2[nH]cnc2C(=O)NC2CCN(C(=O)OC(C)(C)C)CC2)CC1	-5	29*	-12	-4	0	10*	14	18	i
CC(=O)N1CCOc2ccc(S(=O)(=O)NCc3ccc(F)cc3)cc21	-3	12	9	-2	1	-2	0	6	i
CCOc1cc(N2CCOCC2)c(OCC)cc1NC(=O)c1ccc(OC)cc1	1	1	0	-3	3	-4	5	-6	i
COc1ccc(C)cc1NC(=O)C(Sc1nncn1C)c1ccccc1 (centres undefined)	-10	-3	0	-6	-2	0	-1	0	i
O=C(C1CC1)N1CCN(c2ccc(O)cc2)CC1	-3	5	-5	-4	-11	3	3	4	i
Other entries
SMILES	FAS-TE inh	NRP1-CendR mod	PABP1 MLLE inh	bovine MsrA act	MT1-MMP act inh	Rin1 Abl inh	SKN-1 inh	eLon inh	Neddyl block
O=[N+]([O-])c1ccc(N2CCSCC2)cc1O	2	-11	10	-6	3	-4	-4	-2	i
COc1ccc(NC(=O)c2cc(-c3ccccc3)on2)cc1OC	-2	-6	3	-4	3	1	8	-3	i
O=C(OCC(=O)N1CCCCCC1)c1ccc(Cl)c(S(=O)(=O)N2CCCC2)c1	3	-7	9	-4	0	0	11	-3	i
COC(=O)c1ccc2nccnc2c1	-5	1	-8	-1	2	-2	1	2	i
O=C(NC1CC(=O)c2sccc21)c1cccc(C(F)(F)F)c1 (centres undefined)	0	5	5	-8	9	0	-9	1	i
Cc1ncsc1C(=O)Nc1cccc(C(F)(F)F)c1	-2	-9	2	-2	3	0	5	-5	i
COc1cc(/C=C(\C#N)C(=O)NCC2CCCO2)c([N+](=O)[O-])cc1OC (centres undefined)	0	5	-78	-6	1	3	-17	7	i
CCOC(=O)Cn1c(CN2CC(C)OC(C)C2)nc2c1c(=O)n(C)c(=O)n2C (centres undefined)	-9	-2	-4	0	10	-1	-17	-4	i
O=C1NCCN(Cc2c(F)cccc2Cl)C1CC(=O)N1CCCCO1 (centres undefined)	-11	7	-5	-15	0	3	-11	-5	i
O=C(COc1ccc(S(=O)(=O)NCc2ccccc2)cc1)NCC1CCCO1 (centres undefined)	-11	9	-15	-7	9	-2	10	-8	i
CCC1(C)Cc2ccccc2-c2nc(NCCCO)n(C)c(=O)c21 (centres undefined)	-2	12	9	4	2	-3	19	1	.
CN(CC(=O)Nc1ccc(F)cc1)C(=O)CSc1ncccn1	-5	-1	-11	-1	-3	3	5	-10	i
Cc1ccc(-c2c[n+](CC(=O)Nc3c(C)cccc3C)c3n2CCC3)cc1	-5	2	-3	-8	1	-3	-6	-4	i
CC(=O)c1cccc(Nc2nc(-c3ccccc3)nc3ccccc23)c1	13	-7	-5	-2	3	-11	-6	-5	i
CC(=O)Nc1ccc(NC(=O)c2ccccc2N(C)S(C)(=O)=O)cc1	-7	0	8	0	5	3	-17	4	i
CCCS(=O)(=O)c1c(S(=O)(=O)CCC)c2c(N)cccn2c1C(=O)c1ccc(Br)cc1	25	-10	-37	0	-24	4	4	-19	i
